# From PubChem
# CASP6 VEID inh: human caspase-6 inhibitors, primary screen, biochemical, VEID-R110 fluorescence, single point, set 2. purified caspase-6, Z-VEID-R110 cleavage fluorescence. inhibition, % at 12.5 µM. 350,000 compounds, 0.53% hits. AID 686996, 2013;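 active = mean inhibition across replicates at least about 35%, with every replicate also reaching that limit, limit read from the data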;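 also: 0% = median of neutral control wells and 100% = no fluorescence left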
# Target sequence (P55212 24-179 limits assumed): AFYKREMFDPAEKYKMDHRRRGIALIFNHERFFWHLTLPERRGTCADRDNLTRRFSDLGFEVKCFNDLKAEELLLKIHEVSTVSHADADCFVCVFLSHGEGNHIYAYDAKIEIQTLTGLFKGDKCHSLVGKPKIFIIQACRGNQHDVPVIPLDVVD
# Target sequence (P55212 194-293 limits assumed): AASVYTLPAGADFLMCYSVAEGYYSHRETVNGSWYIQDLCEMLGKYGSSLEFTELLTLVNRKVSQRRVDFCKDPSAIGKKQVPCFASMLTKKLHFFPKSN
# esBAF inh: Bmi1 luciferase reporter increase in mESCs, primary screen, esBAF inhibitor project, mouse ES cells, Bmi1 luciferase knock-in, single point; 24 h; 100% = twice the neutral-well signal; reporter increase, % at 12.5 µM; 350,000 compounds, 2% hits; AID 602393, 2012; in the data active = activation above about 40%;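 also: 0% = median of the plate's neutral control wells and 100% = double that signal; a rise in the Bmi1 reporter signal indicates esBAF inhibition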
# PglD inh: C. jejuni PglD acetyltransferase inhibitors, primary screen, biochemical, DTNB colorimetric, single point | purified PglD enzyme, DTNB colorimetric CoA detection | inhibition, % at 12.5 µM | AID 602405, 2012 | 360,000 compounds, 0.098% hits | UDP-N-acetylbacillosamine N-acetyltransferase PglD (Campylobacter jejuni); in the data active = inhibition above about 16%, passing the limit was not always enough; also: strong numbers were not always called active
# RAD54 branch: inhibitors of human RAD54 branch migration, primary screen, biochemical, fluorescence, single point; 360,000 compounds, 0.14% hits; RAD54 Holliday junction branch migration, FAM/BHQ fluorescence; inhibition, % at 10.4 µM;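 active = mean normalized replicate activity at least 40 and at least half of replicates scoring 40 or more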;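 also: 0% = median of neutral control wells and 100% = median of positive control wells; inhibitors cause a drop in the FAM fluorescence signal; in these data hits start at about 50%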
# ERp5 inh: inhibitors of ERp5-driven insulin aggregation, primary screen, biochemical, turbidity, absorbance 650 nm, single point; Protein disulfide-isomerase A6 (Homo sapiens), Q15084; 90 min; inhibition, % at 9.99 µM; 350,000 compounds, 0.05% hits; AID 651711, 2012;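 active = mean replicate inhibition above about 25%, with every replicate also reaching it, limit read from the data, passing the limit was not always enough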
# Target sequence (Q15084 whole entry, looked up): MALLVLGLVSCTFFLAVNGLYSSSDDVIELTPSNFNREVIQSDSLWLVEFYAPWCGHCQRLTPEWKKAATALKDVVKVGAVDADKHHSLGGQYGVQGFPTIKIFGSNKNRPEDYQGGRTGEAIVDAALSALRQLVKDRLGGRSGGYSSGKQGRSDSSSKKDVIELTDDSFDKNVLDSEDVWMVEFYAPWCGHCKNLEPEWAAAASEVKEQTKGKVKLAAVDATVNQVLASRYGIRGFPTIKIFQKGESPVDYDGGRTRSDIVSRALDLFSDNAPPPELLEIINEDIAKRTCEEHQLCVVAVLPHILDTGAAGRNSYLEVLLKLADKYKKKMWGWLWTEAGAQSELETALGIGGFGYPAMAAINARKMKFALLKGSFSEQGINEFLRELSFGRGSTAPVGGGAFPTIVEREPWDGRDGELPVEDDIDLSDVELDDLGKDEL
# E-selectin induc: E-selectin induction in HUVECs, primary screen, imaging, HUVEC, immunofluorescence imaging, single point; P16581; normalized: neutral wells 0, TNF-alpha wells 100; activation, % at 7.58 µM; 260,000 compounds, 0.37% hits;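 active = mean E-selectin-positive cell signal at least 10% of the positive control, reached in at least 60% of replicates, without over 20% cell loss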;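 also: in these data hits start at about 27%; measured in HUVEC primary endothelial cells; signal is the percent of cells scored E-selectin positive by PE staining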
#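 Read-out: % PE-positive cells | Test system: HUVEC | Doses: One compound dose added by pin transfer | Buffer or medium: EGM-2 over gelatin coat | Signal: Immunofluorescence imaging | Benchmarks: TNF-alpha, DMSO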
# RAD52 anneal inh: RAD52 DNA annealing inhibitors, primary screen, biochemical, FRET, single point, set 2; DNA repair protein RAD52 homolog (Homo sapiens), P43351; recombinant RAD52 DNA annealing, FRET fluorescence; inhibition, % at 18.7 µM; 360,000 compounds, 0.46% hits;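 active = every replicate showing at least 50% inhibition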
# ARNT-TACC3 inh: disruptors of ARNT/TACC3 protein interaction, primary screen, biochemical, AlphaScreen, single concentration; Transforming acidic coiled-coil-containing protein 3 (Homo sapiens), Q9Y6A5; AlphaScreen His-ARNT PAS-B/GST-TACC3 binding, luminescence; TACC3 fragment carries E629A point mutation; inhibition, % at 9.99 µM; 390,000 compounds, 0.66% hits;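 active = mean inhibition of replicates at least 50% and at least half of replicates each reaching 50%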;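 also: 0% = complete ARNT plus TACC3 wells and 100% = ARNT alone without TACC3; many hits fall short of the cut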
# Starred values were filed as active, the others as inactive; / = no result given; & = joins results of further samples.
# Screens by letter – A = CASP6 VEID inh; B = esBAF inh; C = PglD inh; D = RAD54 branch; E = ERp5 inh; F = E-selectin induc; G = RAD52 anneal inh; H = ARNT-TACC3 inh
Compound: CN(C)CCCNC(=O)C[C@H]1CC[C@H]2[C@@H](COC[C@H](O)CN2S(=O)(=O)c2ccc(F)cc2)O1
  A: -0.6	B: -3.3	C: -2.3	D: 0.2	E: 3.2	F: -0.1	G: 6.4	H: -1.7

Compound: C=CCn1c(N)c(C(=O)NCc2cccnc2)sc1=S
  A: /	B: -5.4	C: 0.5	D: -13.8	E: /	F: /	G: /	H: 25.9

Compound: COC(=O)CSc1nnc(-c2sc3ccccc3c2Cl)o1
  A: /	B: -31.2	C: 8.4	D: -5.7	E: /	F: /	G: /	H: -5.6

Compound: O=C(Nc1ccccc1C(=O)NCCN1CCOCC1)c1ccc(Cl)cc1Cl
  A: -9.4	B: 12.9	C: -6.9	D: 0.4	E: 2.4	F: /	G: -15.3	H: /

Compound: CNc1nc(Oc2ccccc2C(=O)OC)nc(SC)n1
  A: /	B: 3.3	C: -0.6	D: -7.5	E: /	F: /	G: /	H: 0.4

Compound: COc1ccc(S(=O)(=O)N(C)C[C@H]2Oc3c(NC(=O)Nc4ccc5c(c4)OCO5)cccc3C(=O)N([C@@H](C)CO)C[C@@H]2C)cc1
  A: -0.8	B: 3.2	C: 1.1	D: 4.6	E: 3.1	F: -15.8	G: -7.8	H: 2.0

Compound: Cc1ccc(C(=O)COC(=O)CCS(=O)(=O)c2ccccc2)cc1[N+](=O)[O-]
  A: -1.5	B: -9.6	C: 2.5	D: 0.7	E: -9.0	F: /	G: -30.0	H: 5.2

Compound: O=C(NS(=O)(=O)c1ccc2ccc(S(=O)(=O)NCCSc3ccccc3)cc2c1)c1cccc2ccccc12
  A: 20.7	B: /	C: /	D: /	E: 3.7	F: 12.7	G: -27.6	H: /

Compound: Cc1ccccc1C1C(C#N)=C(N)N(N(C)C)C2=C1C(=O)CC(C)(C)C2 (centres undefined)
  A: -1.5	B: /	C: /	D: /	E: 0.5	F: 0.5	G: -16.7	H: /

Compound: C[C@@H](NC(=O)C[C@@H]1CC[C@H](NC(=O)c2cccnc2)[C@H](CO)O1)c1ccccc1
  A: -0.1	B: -2.5	C: -1.2	D: -5.9	E: 3.1	F: 0.1	G: -12.2	H: -7.0

Compound: COc1ccc(C(=O)NC(CC(C)C)C(=O)O)cc1OC (centres undefined)
  A: /	B: -1.0	C: 0.3	D: 1.7	E: /	F: /	G: /	H: -13.8

Compound: COCCn1c(=S)[nH]c2cc(C(=O)NC3CCCCC3C)ccc2c1=O (centres undefined)
  A: 2.2	B: -1.8	C: -2.5	D: -10.5	E: 0.2	F: -0.2	G: -12.5	H: /

Compound: Cc1cccc(C(=O)N2CCCC(N3CCN(c4ccc(F)cc4)CC3)C2)n1 (centres undefined)
  A: 1.2	B: 0.9	C: 2.5	D: -4.9	E: 0.5	F: /	G: 4.3	H: 3.9

Compound: O=C(COC(=O)c1cccs1)Nc1cccc(S(=O)(=O)N2CCCCC2)c1
  A: 3.3	B: -6.4	C: -3.4	D: -2.6	E: 4.2	F: -0.2	G: -12.5	H: 11.4

Compound: COc1ccc(CN(C(=O)/C=C/c2ccco2)C2CCS(=O)(=O)C2)cc1OC (centres undefined)
  A: 3.8	B: -0.4	C: 4.7	D: -8.4	E: 7.0	F: /	G: -24.0	H: -2.5

# Screens by letter – A = CASP6 VEID inh; B = esBAF inh; C = PglD inh; D = RAD54 branch; E = ERp5 inh; F = E-selectin induc; G = RAD52 anneal inh; H = ARNT-TACC3 inh
Compound: C[C@@H]1CN([C@H](C)CO)C(=O)c2cc(Br)cnc2O[C@@H]1CN(C)CC1CCCC1
  A: 0.7	B: /	C: -0.9	D: 8.4	E: 2.6	F: 0.9	G: -7.9	H: -1.7

Compound: Cc1noc(C)c1NC(=O)Nc1cccc2c1O[C@@H](CN(C)S(=O)(=O)c1ccc(Cl)cc1)[C@@H](C)CN([C@@H](C)CO)C2=O
  A: 3.2	B: 0.2	C: 0.1	D: 2.5	E: 19.2	F: -0.4	G: 6.5	H: 0.4

Compound: CCn1cc([N+](=O)[O-])c(C(=O)NCc2ccc3c(c2)OCO3)n1
  A: 3.1	B: -10.9	C: 0.9	D: -11.6	E: 0.6	F: 0.0	G: -2.7	H: -1.1

Compound: O=C(NC1CCCCC1)c1ccc(N2CCOCC2)c([N+](=O)[O-])c1
  A: 1.7	B: 1.0	C: -4.3	D: 4.4	E: -1.2	F: 0.4	G: 2.6	H: 4.7

Compound: CSc1nc(O)c(C(c2ccc(O)cc2)c2c(O)nc(SC)[nH]c2=O)c(=O)[nH]1
  A: 0.5	B: -2.1	C: 10.7	D: 2.9	E: 4.7	F: 0.0	G: -8.8	H: -4.5

Compound: CN(C)CCNC(=O)c1sc2cccc(F)c2c1Cl
  A: -0.1	B: -1.6	C: 6.9	D: 12.0	E: 4.7	F: 1.2	G: 13.0	H: 2.9

Compound: CC(=O)N1CC[C@H]2[C@H](CO)Nc3ccc(-c4ccccc4)cc3[C@H]21
  A: -0.8	B: 0.6	C: 1.7	D: 6.4	E: -1.2	F: 0.4	G: -6.0	H: -5.1

Compound: O=C(N/N=C/c1ccco1)c1cnccn1
  A: 3.6	B: -0.6	C: 3.4	D: -5.1	E: -2.4	F: /	G: -5.6	H: 13.7

Compound: CC(C)CC#Cc1ccc([C@H]2[C@H](CO)N3C(=O)CN(C(=O)c4ccccn4)C[C@@H]23)cc1
  A: -0.3	B: /	C: /	D: /	E: 1.4	F: 0.0	G: -3.3	H: /

Compound: COC(=O)C1CCCN1C(C(=O)NC1CCCCC1)c1ccc(Cl)cc1 (centres undefined)
  A: -0.7	B: 12.6	C: -1.9	D: 3.8	E: -3.5	F: 0.0	G: -17.4	H: 2.0

Compound: O=C(O)c1sccc1Oc1ccc(NS(=O)(=O)c2cccc(F)c2)cc1
  A: /	B: -0.7	C: -1.2	D: -0.7	E: 5.4	F: 0.1	G: -21.6	H: 26.9

Compound: CC1CC2=C(NC(=S)NC2c2ccccc2F)/C(=C/c2ccccc2F)C1 (centres undefined)
  A: 9.7	B: /	C: /	D: /	E: -1.9	F: /	G: -11.7	H: 35.4

Compound: C[C@@H]1CCCCO[C@H](CN(C)C(=O)c2ccccc2)[C@@H](C)CN([C@@H](C)CO)C(=O)c2cc(NC(=O)NC3CCCCC3)ccc2O1
  A: 4.1	B: -3.7	C: 1.3	D: -1.3	E: 1.0	F: -0.1	G: 12.3	H: 1.2

Compound: Cc1ccc(NC(=S)Nc2nc(CC(=O)Nc3ccccc3)cs2)cc1
  A: /	B: 25.4	C: 2.8	D: -1.2	E: /	F: /	G: /	H: -4.2

Compound: N#Cc1nc(-c2ccccc2Cl)oc1N1CCOCC1
  A: /	B: 4.5	C: 6.1	D: 8.0	E: /	F: /	G: /	H: 13.0

# Arranged by number of heavy atoms (highest first): part of the list above.
# Screens by letter – A = CASP6 VEID inh; B = esBAF inh; C = PglD inh; D = RAD54 branch; E = ERp5 inh; F = E-selectin induc; G = RAD52 anneal inh; H = ARNT-TACC3 inh
Compound: COc1ccc(S(=O)(=O)N(C)C[C@H]2Oc3c(NC(=O)Nc4ccc5c(c4)OCO5)cccc3C(=O)N([C@@H](C)CO)C[C@@H]2C)cc1
  A: -0.8	B: 3.2	C: 1.1	D: 4.6	E: 3.1	F: -15.8	G: -7.8	H: 2.0

Compound: Cc1noc(C)c1NC(=O)Nc1cccc2c1O[C@@H](CN(C)S(=O)(=O)c1ccc(Cl)cc1)[C@@H](C)CN([C@@H](C)CO)C2=O
  A: 3.2	B: 0.2	C: 0.1	D: 2.5	E: 19.2	F: -0.4	G: 6.5	H: 0.4

Compound: CC(C)CC#Cc1ccc([C@H]2[C@H](CO)N3C(=O)CN(C(=O)c4ccccn4)C[C@@H]23)cc1
  A: -0.3	B: /	C: /	D: /	E: 1.4	F: 0.0	G: -3.3	H: /

Compound: COCCn1c(=S)[nH]c2cc(C(=O)NC3CCCCC3C)ccc2c1=O (centres undefined)
  A: 2.2	B: -1.8	C: -2.5	D: -10.5	E: 0.2	F: -0.2	G: -12.5	H: /

Compound: CC(=O)N1CC[C@H]2[C@H](CO)Nc3ccc(-c4ccccc4)cc3[C@H]21
  A: -0.8	B: 0.6	C: 1.7	D: 6.4	E: -1.2	F: 0.4	G: -6.0	H: -5.1

Compound: CCn1cc([N+](=O)[O-])c(C(=O)NCc2ccc3c(c2)OCO3)n1
  A: 3.1	B: -10.9	C: 0.9	D: -11.6	E: 0.6	F: 0.0	G: -2.7	H: -1.1

Compound: CNc1nc(Oc2ccccc2C(=O)OC)nc(SC)n1
  A: /	B: 3.3	C: -0.6	D: -7.5	E: /	F: /	G: /	H: 0.4

# Continued:
# Screens by letter – A = CASP6 VEID inh; B = esBAF inh; C = PglD inh; D = RAD54 branch; E = ERp5 inh; F = E-selectin induc; G = RAD52 anneal inh; H = ARNT-TACC3 inh
Compound: O=C(C[C@H]1C=C[C@@H](NC(=O)c2ccncc2)[C@@H](CO)O1)NCC1CC1
  A: -0.4&1.7	B: -3.5	C: 2.4	D: -1.1	E: 10.1&3.6	F: 0.9&-2.8	G: -8.6&-16.6	H: -2.2

Compound: COc1ccc(/C=C(\NC(=O)c2cccs2)C(=O)Nc2ccccc2C)cc1OC
  A: /	B: 2.1	C: -1.5	D: -0.2	E: /	F: 3.0	G: /	H: /

Compound: O=C1CCC(C(=O)Nc2cccc(S(=O)(=O)Nc3ccccc3F)c2)=NN1
  A: -1.1	B: 4.9	C: -7.7	D: -4.4	E: -7.1	F: 0.0	G: -1.6	H: 10.6

Compound: COc1cccc(S(=O)(=O)N[C@@H]2CC[C@H](CCN)O[C@@H]2CO)c1
  A: -6.5	B: -3.8	C: 0.5	D: -1.4	E: -0.3	F: -0.4	G: 5.3	H: 4.5
